bCat KO growth: primary screen for growth suppressors in beta-catenin knockout HCT116 cells (colon tumor, human); viability, % at 10 µM; hit rate 1.5% among 140,000; HCT116 beta-catenin knockout viability, CellTiter-Glo, 60 h; hits give low values;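 active = viability at or under a set limit, the compound median less 4 SD, cut at about 6% in these data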;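 also: 0% = Hyamine 1622 control at 20 µM and 100% = untreated cell control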
Measles CPE: compounds protecting cells from measles virus cytopathic effect, primary screen, measles RdRp inhibitor project, single point, MLSMR library, absorbance | protection (pct of control), % at 4 µM | hit rate 1.5% among 140,000 | Measles virus-infected cells, CPE protection; in the data active = protection mostly above about 24%, no sharp cut-off; inactive = mostly below about 26%; also: some compounds called inactive have numbers as strong as hits
PTEN del growth: growth suppression of PTEN-null HCT116, primary screen, cell-based, CellTiter-Glo. HCT116 PTEN-null viability, 60 h; hits give low values. viability, % at 10 µM. hit rate 1.2% among 140,000. AID 827, 2007;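 active = viability at or below a set limit, 4 SD under the median of all tested compounds, cut at about 3.7% in these data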;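 also: PTEN knockout HCT116 line with beta catenin targeted HCT116 as companion control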
Yeast life ext: compounds extending yeast replicative lifespan, primary screen, S. cerevisiae, OD615 | inhibition of the nicotinamide effect, % at 10 µM | S. cerevisiae growth with nicotinamide; deaD strain in restrictive glucose medium | AID 775, 2007 | hit rate 0.68% among 130,000;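 active = inhibition above a set limit, placed 3 SD over the median of all compounds, cut at about 26% in these data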;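 also: 0% = nicotinamide-treated wells and 100% = cells grown without nicotinamide; some compounds called inactive have numbers as strong as hits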
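Assay system: engineered S. cerevisiae DeaD replicative-lifespan strain, galactose-grown log-phase cells; medium: restrictive CSMM-D dextrose medium; also added: nicotinamide, 1.5 mM, co-present with compound; schedule: 48 h compound exposure at 30 °C, humidified; detection: absorbance at 615 nm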
NPY Y2 blocker: NPY-Y2 receptor antagonists, primary screen, cell-based | Neuropeptide Y receptor type 2 (Homo sapiens), P49146 | inhibition, % at 2.7 µM | NPY-Y2 expressing cells, antagonist mode | AID 793, 2007 | hit rate 0.99% among 140,000; in the data active = inhibition above about 17%;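 also: 0% = vehicle with agonist challenge and 100% = reference antagonist with challenge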
Target sequence (P49146 whole entry, looked up): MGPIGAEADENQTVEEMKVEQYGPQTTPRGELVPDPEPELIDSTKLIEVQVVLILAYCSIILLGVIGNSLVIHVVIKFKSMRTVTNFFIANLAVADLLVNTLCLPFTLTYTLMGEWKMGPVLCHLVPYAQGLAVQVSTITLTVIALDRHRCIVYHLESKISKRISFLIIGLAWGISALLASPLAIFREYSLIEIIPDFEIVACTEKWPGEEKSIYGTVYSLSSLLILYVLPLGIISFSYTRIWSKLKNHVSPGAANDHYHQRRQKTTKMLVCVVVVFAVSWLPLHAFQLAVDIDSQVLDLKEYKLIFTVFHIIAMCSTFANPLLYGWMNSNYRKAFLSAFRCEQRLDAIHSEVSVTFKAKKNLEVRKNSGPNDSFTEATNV
E-sel TNF inh: E-selectin induction blockers in HUVEC – imaging, immunofluorescence, high content, primary screen. AID 1246, 2008. inhibition, % at 2 µM. hit rate 0.71% among 120,000. HUVEC TNFa-induced E-selectin immunofluorescence;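 active = inhibition above the batch mean plus 3 SD, and confirmed as a hit on visual image review, cut at about 43% in these data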;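 also: 0% = TNF-stimulated DMSO wells and 100% = unstimulated control wells; not every result past the cut was called active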
Phagocytosis inh: inhibitors of macrophage phagocytosis, primary screen, imaging, J774A.1 cells, IgG beads; J774A.1 macrophage IgG-bead phagocytosis; hit rate 0.07% among 110,000; AID 1029, 2008; inhibition, % at 5 µM;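 active = inhibition above the mean of the plate negative controls plus 5 SD, cut at about 13% in these data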;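 also: phagocytic index as fraction of beads internalized from green versus red external bead signal; plate controls were DMSO negative control for no effect and cytochalasin-D positive control for full effect; some results beyond the cut were filed as inactive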
BB579 growth dn: growth inhibitors of yeast BB579 in restrictive medium, primary screen, yeast lifespan-shortening project, S. cerevisiae. AID 804, 2007. inhibition, % at 10 µM. OD615, 48 h. hit rate 0.51% among 140,000;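 active = inhibition above a set limit, 3 SD over the mean compound inhibition, cut at about 44% in these data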; also: inactives centre near -24
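Detection: OD615 turbidity measurement; Material: Saccharomyces cerevisiae DeaD strain BB579, replicative lifespan model yeast; Timing: 48 h exposure, 30 °C; Doses: single 10 µM dose; Medium: CSMM-D restrictive synthetic medium containing dextrose (glucose); Controls: amphotericin B at 10 µg/mL as positive control.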
GALR2 blocker: GALR2 antagonists in receptor-expressing cells, primary screen. inhibition, % at 4 µM. AID 828, 2007. hit rate 0.39% among 140,000. Galanin receptor type 2 (Homo sapiens), O43603. antagonist mode; in the data active = inhibition above about 27%;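 also: cells stimulated with galanin 1-16 at roughly its EC80; 0% = agonist challenge control and 100% = basal control without agonist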
Target sequence (O43603 whole entry, looked up): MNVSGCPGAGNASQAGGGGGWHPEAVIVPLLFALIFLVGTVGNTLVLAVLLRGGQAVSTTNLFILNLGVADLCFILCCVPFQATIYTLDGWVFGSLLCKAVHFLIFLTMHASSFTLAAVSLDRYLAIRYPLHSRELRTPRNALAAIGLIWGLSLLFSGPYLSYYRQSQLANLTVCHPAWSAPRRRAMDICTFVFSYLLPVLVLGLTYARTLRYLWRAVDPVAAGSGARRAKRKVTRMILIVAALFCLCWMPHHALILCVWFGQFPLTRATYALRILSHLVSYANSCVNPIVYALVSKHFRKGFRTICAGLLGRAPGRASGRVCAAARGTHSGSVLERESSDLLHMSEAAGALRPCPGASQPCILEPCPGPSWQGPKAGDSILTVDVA
MRP-1 activ: H69AR viability gain despite doxorubicin, primary screen, MRP-1 activator project, H69AR cells, CellTiter-Glo. viability rescue. viability increase, % at 10 µM. hit rate 0.61% among 140,000;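 active = viability gain under doxorubicin at or above a set limit, the compound median plus 3 SD, cut at about 4.7% in these data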;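 also: MRP-1 overexpressing cells given doxorubicin 25 µM after compound pretreatment; 18-22 h compound pretreatment then 72 h with doxorubicin before readout; 0% = doxorubicin-only wells and 100% = vehicle-treated cells without doxorubicin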
* marks the source's active call; other numbers are inactive results; . = not tested or not shown. Outcome played no part in choosing rows; overall some 6.4% were active at least once.

nr	Compound	bCat KO growth	Measles CPE	PTEN del growth	Yeast life ext	NPY Y2 blocker
1	CCOC(=O)N1CCN(CC(O)c2ccc3cc[nH]c3c2)CC1 (stereo unspecified)	98	34	80	-8	1
2	CCCN1Cc2cccc(C(=O)Nc3ccc4c(c3)OCCO4)c2C1=O	102	28	110	-6	2
3	COc1ccc2oc(=Nc3ccccc3)c(-c3nc4ccccc4[nH]3)cc2c1	31	26	11	-6	3
4	COC(=O)c1c(C(=O)OC)c2cc(C)ccn2c1Cl	109	9	108	-29	7
5	CC1CCCCC1NC(=O)CSc1nnc(CN2CCOCC2)n1C (stereo unspecified)	93	8	104	-2	2
6	CCCOc1ccccc1C1CC(=O)Nc2cc3c(cc21)OCCO3 (stereo unspecified)	17	6	17	1	4
7	COc1ccc2cc(S(=O)(=O)N3CCCCC3)ccc2c1S(=O)(=O)N1CCCCC1	58	6	68	-17	-2
8	c1ccc(-c2oc3ncnc(N4CCOCC4)c3c2-c2ccccc2)cc1	82	15	87	-6	4
9	CC(C)C(C)(C#N)NC(=O)CSc1nc2scc(-c3ccccc3)c2c(=O)[nH]1 (stereo unspecified)	89	8	94	7	2
10	COCCOC(=O)C1=C(C)N=C2SCCC(=O)N2C1/C=C/c1ccccc1 (stereo unspecified)	81	34	77	-6	0

nr	E-sel TNF inh	Phagocytosis inh	BB579 growth dn	GALR2 blocker	MRP-1 activ
1	-4	0	-11	-4	-2.6
2	.	0	-12	10	1.7
3	0	-8	-27	7	-6.2
4	14	-1	-10	5	0.5
5	-1	-1	-18	-2	-1.2
6	-20	.	-42	3	-4.6
7	-12	-1	-34	0	-0.7
8	-7	2	-20	5	-1.9
9	.	-2	-44	-9	-2.1
10	-10	0	-9	-9	-0.5

A draw from above in order of number of heavy atoms, falling:
nr	Compound	bCat KO growth	Measles CPE	PTEN del growth	Yeast life ext	NPY Y2 blocker
3	COc1ccc2oc(=Nc3ccccc3)c(-c3nc4ccccc4[nH]3)cc2c1	31	26	11	-6	3
8	c1ccc(-c2oc3ncnc(N4CCOCC4)c3c2-c2ccccc2)cc1	82	15	87	-6	4
2	CCCN1Cc2cccc(C(=O)Nc3ccc4c(c3)OCCO4)c2C1=O	102	28	110	-6	2
6	CCCOc1ccccc1C1CC(=O)Nc2cc3c(cc21)OCCO3 (stereo unspecified)	17	6	17	1	4
4	COC(=O)c1c(C(=O)OC)c2cc(C)ccn2c1Cl	109	9	108	-29	7

nr	E-sel TNF inh	Phagocytosis inh	BB579 growth dn	GALR2 blocker	MRP-1 activ
3	0	-8	-27	7	-6.2
8	-7	2	-20	5	-1.9
2	.	0	-12	10	1.7
6	-20	.	-42	3	-4.6
4	14	-1	-10	5	0.5

Remaining list, next part
nr	Compound	bCat KO growth	Measles CPE	PTEN del growth	Yeast life ext	NPY Y2 blocker
11	Cc1oc(C)c2c(=O)ccc3c(c12)OC(N)=C(C#N)C3c1ccccc1Cl (stereo unspecified)	70	6	72	6	11
12	C=CCn1c2ccccc2c2nnc(SCN3C(=O)c4ccccc4C3=O)nc21	89	5	83	-4	5
13	O=c1c2c3c(sc2nc2sc(CN4CCCCC4)cn12)CCCC3	97	5	110	-8	2
14	CN(C)CCCN1C(=O)C(=O)/C(=C(/O)c2ccncc2)C1c1cccnc1 (stereo unspecified)	100	4	97	-2	1
15	COc1ccc(-n2nc(C(=O)NCC(=O)Nc3ccccn3)c3ccccc3c2=O)cc1Cl	9	1	4	-9	0
16	COc1ccccc1-n1c(SCC(N)=O)nnc1-c1ccc(S(=O)(=O)N2CCCCC2)cc1	110	12	120	-7	0
17	CCn1cc(C(=O)NCCCN2CC(C)CC(C)C2)c(=O)c2cc(S(=O)(=O)N(C)C)ccc21 (stereo unspecified)	75	6	90	6	3
18	CCOC(=O)Cc1cc(=O)[nH]c(/N=C(/NC(=O)c2ccccc2)Nc2ccccc2C(F)(F)F)n1	88	8	96	-8	0
19	CCOc1ccc(NC(=O)CCN2CCN(c3ccccc3OC)CC2)cc1	96	-1	102	-1	-2
20	CCCCCSc1nnc(-c2ccccc2N)c(=O)[nH]1	89	2	88	-1	19*

nr	E-sel TNF inh	Phagocytosis inh	BB579 growth dn	GALR2 blocker	MRP-1 activ
11	13	2	-44	6	-3.2
12	-1	.	-46	-21	-3.5
13	2	0	-55	5	1.9
14	-12	-1	-7	2	2.4
15	.	.	-16	-4	-5.9
16	.	-2	-52	-26	-0.8
17	.	0	-23	-11	-0.7
18	11	0	-32	-9	-1.6
19	1	1	-26	3	-1.9
20	-12	-1	-39	-8	-0.2

(list continues)
nr	Compound	bCat KO growth	Measles CPE	PTEN del growth	Yeast life ext	NPY Y2 blocker
21	O=c1c2c(nc3n1CCCCC3)sc1c(O)cccc12	81	3	77	-10	2
22	N#Cc1cc(Oc2ccc3ccccc3c2)c(-n2nnc3ccccc32)cc1C#N	73	12	73	-4	-1
23	CNc1nc(N(C)C)nc(N(C)C)n1	111	20	99	.	0
24	O=C(c1cc(-c2ccco2)on1)N1CCc2ccccc2C1	109	69*	110	-7	13
25	CCc1ccc(CN2CCN(S(=O)(=O)Cc3ccccc3)CC2)cc1	90	24	95	-4	6
26	NC(=O)c1cc2cc(Cl)ccc2oc1=O	96	6	97	-17	0
27	O=C(O)c1ncn(Cc2ccccc2)c1C(=O)O	96	7	98	-2	0
28	Nc1nc(SCC(=O)Nc2ccc([N+](=O)[O-])cc2Br)n[nH]1	110	5	111	-2	0
29	OCCNCc1ccc(OC2CCCC2)cc1	80	19	89	-3	6
30	Cc1cccc(NC(=O)C2CC(=O)n3cnnc3S2)c1 (stereo unspecified)	103	7	107	-4	2

nr	E-sel TNF inh	Phagocytosis inh	BB579 growth dn	GALR2 blocker	MRP-1 activ
21	7	-1	-21	12	-2.1
22	-24	-1	-63	1	-2.3
23	10	.	-42	-9	-3.1
24	.	-1	-30	2	-2.6
25	.	-1	-6	-4	-2.2
26	-35	-1	23	-6	-1.6
27	-1	-1	-46	19	-0.3
28	6	-7	-49	5	0.0
29	-6	-1	-43	-12	-0.8
30	4	1	-3	3	-1.0

The list goes on.
nr	Compound	bCat KO growth	Measles CPE	PTEN del growth	Yeast life ext	NPY Y2 blocker
31	Cc1ccc(NC2=C(NCCO)C(=O)c3ccccc3C2=O)cc1	61	25	62	-3	-5
32	C=CCn1c(SCCOc2ccc(OC)cc2)nnc1C(C)NC(=O)c1ccc(OC)cc1 (stereo unspecified)	91	4	84	2	2
33	O=C(C1CCCN(S(=O)(=O)c2ccc(F)cc2)C1)N(Cc1cccs1)C1CC1 (stereo unspecified)	27	49*	55	-10	6
34	COc1ccc(/C=N/NC(=S)Nc2cc(S(=O)(=O)N3CCOCC3)ccc2N2CCOCC2)cc1O	28	9	19	1	3
35	O=C(O)c1cc(S(=O)(=O)N2CCCCC2)ccc1F	84	6	95	-2	-2
36	CCCCn1c(SCC(=O)N2CCN(c3ccccc3)CC2)nc2ccsc2c1=O	84	23	84	-5	20*
37	Cc1ccc(S(=O)(=O)c2nc(NCCN(C)C)sc2Cl)cc1	88	14	88	-8	7
38	CC(NC(=O)CSC1=NCCS1)c1ccccc1 (stereo unspecified)	88	9	96	-3	2
39	CC(=O)c1cccc(NC(=O)NCc2cccs2)c1	112	6	89	-11	-3
40	COc1ccc(CCNC(=O)N2CCOCC2)cc1	99	16	99	.	2

nr	E-sel TNF inh	Phagocytosis inh	BB579 growth dn	GALR2 blocker	MRP-1 activ
31	13	-2	15	2	-3.8
32	11	.	-17	-10	-3.4
33	-29	-1	-36	-1	1.0
34	11	1	-39	2	-4.8
35	39	.	-9	-4	0.1
36	.	1	-17	4	-4.5
37	15	0	-2	-18	-1.8
38	23	-8	-13	12	-2.6
39	3	-1	-16	3	-0.5
40	-4	.	21	8	0.5

Continuation.
nr	Compound	bCat KO growth	Measles CPE	PTEN del growth	Yeast life ext	NPY Y2 blocker
41	Cc1ccc(C)c(CSC2=NCCN2C(=O)Cc2ccc([N+](=O)[O-])cc2)c1	58	3	59	-2	0
42	CCOC(=O)C1=C(CC)Nc2ccccc2N=C1NC(=O)c1cccc(S(=O)(=O)N2CCCC2)c1	87	11	93	-5	4
43	CCCc1nc(SCC(=O)Nc2ccc(S(=O)(=O)N(C)C)cc2)c2ccccc2n1	72	5	79	4	-1
44	CCOCc1nnc(NC(=O)c2cc(Cl)ccc2OC)s1	99	4	101	-16	-1
45	CCOc1ccc(-n2c(SCc3cc(=O)oc4cc(C)c(C(C)C)cc34)nnc2-c2cccnc2)cc1	66	15	53	-2	14
46	N#Cc1nc(-c2cccs2)oc1N1CCOCC1	90	3	79	-19	1
47	COC(=O)C1C(=O)NCC1c1ccc(OC)cc1 (stereo unspecified)	103	5	87	1	3
48	CCCCN(CC)C(=O)Cc1ccccc1OC	88	4	90	-6	9
49	Cc1ccc(-c2[nH]ncc2/C=N/n2c(COc3ccccc3)nc3ccccc3c2=O)cc1	1.6*	3	1.9*	-4	-2
50	COc1ccccc1N1C(=O)c2cccc3c(C(=O)O)ccc(c23)C1=O	95	20	98	-9	4

nr	E-sel TNF inh	Phagocytosis inh	BB579 growth dn	GALR2 blocker	MRP-1 activ
41	-41	-10	-19	-4	-1.1
42	-8	.	-16	-8	-1.0
43	.	-9	-22	2	-3.5
44	-18	0	-10	3	-2.3
45	.	-10	-65	1	-3.8
46	-40	0	-44	1	-2.2
47	19	-1	-38	-6	-1.1
48	3	.	-50	9	-3.3
49	23	-4	-23	6	-6.5
50	8	0	15	-10	1.4

Next records.
nr	Compound	bCat KO growth	Measles CPE	PTEN del growth	Yeast life ext	NPY Y2 blocker
51	Cn1c(=O)c2c(nc(NC3CCCCC3)n2CC(O)COc2ccccc2)n(C)c1=O (stereo unspecified)	94	5	85	-5	1
52	CCOc1cc(C(=O)Nc2cc(C)ccc2OC)ccc1OCC(=O)N1CCCCC1	93	33	87	-2	4
53	CC(C)OC(=O)CSc1nnnn1-c1ccc2c(c1)OCCO2	99	6	101	5	3
54	CCC(=O)Nc1nonc1-c1nc2ccccc2n1Cc1cccc2ccccc12	13	7	13	.	18*
55	Cc1cc(C)n(-c2nc3ccccc3nc2Nc2ccc3c(c2)OCO3)n1	89	42*	86	-2	1
56	O=C(O)CNCC1COc2ccccc2O1 (stereo unspecified)	99	3	97	-8	2

nr	E-sel TNF inh	Phagocytosis inh	BB579 growth dn	GALR2 blocker	MRP-1 activ
51	-16	-1	-33	6	-5.0
52	.	-6	-13	-19	-0.7
53	-11	1	-2	5	-1.0
54	7	.	-34	-1	-2.9
55	-24	.	-47	4	4.2
56	.	-3	-42	-7	-1.4
